HP1b binding inh: HP1-beta chromodomain-methylated histone interaction inhibition; P83916; AlphaScreen HP1-beta / biotin-H3K9me3 peptide binding; Potency, µM (doses to about 114 µM), for inactives: at the highest dose activity change, negative = inhibition, most hits filed as inhibitors; 390,000 compounds, 0.56% hits; AID 540317; note: potency is the fitted concentration of half-maximal effect; nearly all actives have a fitted effect of over 70% in size; inactives centre near 23
Target sequence (P83916 whole entry, looked up): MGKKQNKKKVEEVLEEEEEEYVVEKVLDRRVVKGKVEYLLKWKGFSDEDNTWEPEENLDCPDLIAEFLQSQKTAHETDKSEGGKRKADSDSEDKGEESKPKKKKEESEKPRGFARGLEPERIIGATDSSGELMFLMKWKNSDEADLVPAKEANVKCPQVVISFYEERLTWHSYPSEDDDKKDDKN
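Compound inhibition of the preformed complex between 50 nM HP1-beta and 50 nM biotinylated H3K9me3 peptide was read by AlphaScreen. Buffer was PBS pH 7.4 with 0.01% Tween-20. Incubations ran 30 min at room temperature, with 10 ug/mL donor/acceptor beads.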
ERG Ets-DNA blk: blocks human ERG Ets domain binding to DNA. P11308. fluorescence polarization, His-ERG Ets domain / labelled DNA. Potency, µM (doses to about 76.9 µM), without a hit: at the top dose FP activity, negative = inhibition, actives largely listed as inhibitors. 370,000 compounds, 0.028% hits; active = well fitted inhibition curve with a large enough effect in the polarisation, with a control signal flat; inconclusive = small, poorly fitted or top-dose-only effect, or effect the other way, or a change in a side signal; inactive = no such curve, though single readings can be large or run the other way; the % refers to the polarisation;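 note: polarization taken with two DNA probes labelled with fluorescein and Texas red; potency is the fitted concentration of half-maximal effect; % of control where 0% means no effect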
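His-tagged ERG Ets domain (1 uM in the protein solution; 300mM KCl, 50mM Tris-HCl, 1mM EDTA, 1mM DTT, pH 7.5) received compound, then a probe mix of 5 nM fluorescein-DNA and 100nM Texas-615-DNA. Fluorescence polarization was read for both dyes.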
G9a inh: G9a (human) methyltransferase inhibition; AID 504332; Potency, µM (series often up to 102 µM), without a hit: top-dose activity, negative = inhibition, hits mostly inhibitors; G9a H3K9 monomethylation, AlphaScreen, 2 h; 350,000 compounds, 8.8% hits; note: potency is the fitted concentration of half-maximal effect; % is set by controls: 0 for no effect and ±100 for the full control effect; nearly all actives have a fitted effect of over 75% in size
Target sequence (Q96KQ7 913-1193 limits assumed): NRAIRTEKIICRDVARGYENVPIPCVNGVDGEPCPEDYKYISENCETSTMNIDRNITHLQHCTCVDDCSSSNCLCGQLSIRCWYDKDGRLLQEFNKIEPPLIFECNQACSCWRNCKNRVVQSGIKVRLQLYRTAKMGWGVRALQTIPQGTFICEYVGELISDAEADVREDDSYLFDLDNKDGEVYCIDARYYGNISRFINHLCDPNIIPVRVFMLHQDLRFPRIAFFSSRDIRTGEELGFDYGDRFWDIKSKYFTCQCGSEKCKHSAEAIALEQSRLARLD
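Using a bead-based AlphaScreen, monomethylated H3K9 product from 2 h room-temperature reactions (G9a 20 nM, peptide 500 nM, SAM 20 uM) was detected with 0.5 ug/mL rabbit anti-H3K9me1 antibody.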
Pin1 inhibitor: human Pin1 inhibition. Q13526. Pin1 FP peptide displacement, HiFluor488, 10 min. Potency, µM (highest dose often 115 µM), for the others: at the highest dose activity, negative = inhibition, hits mostly inhibitors. 390,000 compounds, 0.009% hits; active = well fitted inhibition curve with a large enough effect in the polarisation, with a control signal flat, not every such curve was filed as active; inconclusive = small, poorly fitted or top-dose-only effect, or effect the other way, or a change in a side signal; inactive = no such curve, though single readings can be large or run the other way; the % refers to the polarisation; note: potency is the fitted concentration of half-maximal effect; % is set by controls: 0 for no effect and ±100 for the full control effect
Target sequence (Q13526 whole entry, looked up): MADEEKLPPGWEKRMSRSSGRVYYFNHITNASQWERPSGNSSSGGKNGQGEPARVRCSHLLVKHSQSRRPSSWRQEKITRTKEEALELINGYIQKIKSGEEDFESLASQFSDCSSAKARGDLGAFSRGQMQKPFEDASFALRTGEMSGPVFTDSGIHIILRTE
GLS inhibitor: blocks human kidney-isoform glutaminase activity | O94925 | GLS enzymatic activity, qHTS titration | Potency, µM (doses to about 45.5 µM), for inactives: at the top dose activity change, negative = inhibition, hits mostly inhibitors | 410,000 compounds, 0.21% hits; note: potency is the fitted concentration of half-maximal effect; % is set by controls: 0 for no effect and ±100 for the full control effect
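Read-out is an Amplex red fluorescence increase coupled through glutamate oxidase and HRP, measured before and after 30 min room-temperature incubation. hKGA is in 45 mM KH2PO4 (pH 8.2) with 0.02% Tween-20; glutamine added as 1mM solution.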
JMJD2A Tudor: blocks the human JMJD2A Tudor domain. O75164. AlphaScreen JMJD2A-Tudor / H3K4me3 peptide binding. Potency, µM (titrated, usually from 114 µM), inactives show at the highest dose activity change, negative = inhibition, usual class: inhibitors. 390,000 compounds, 4.4% hits. AID 504339; note: potency is the fitted concentration of half-maximal effect; % is set by controls: 0 for no effect and ±100 for the full control effect; nearly all actives have a fitted effect of over 50% in size
PI4K2A block: inhibitors of human PI4K2A | purified PI4K2A, ADP-Glo luminescence, 1 h; hits give low values | Q9BTU6 | activity change, negative = inhibition, % at 76.9 µM | 420,000 compounds, 0.13% hits; in the data active = activity change below about -50%; inconclusive = mostly about -30% to -49%;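 note: -100% = wells without enzyme as full effect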
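ADP-Glo luminescence measured ADP generated by PI4K2A enzyme (4 ug/mL before mixing) with 1.2 mM PI substrate (pre-mix) and 300 microM ATP (pre-mix). Tris pH7.5 buffer with MgCl2, Triton X-100; 1 h reaction at ambient temperature.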
BAZ2B inh: inhibitors of human BAZ2B bromodomain; AlphaScreen BAZ2B-H3K14Ac peptide displacement; 360,000 compounds, 4.4% hits; AID 504333; Potency, µM (series often up to 114 µM), inactives show at the top dose activity change, negative = inhibition, most hits filed as inhibitors; note: potency is the fitted concentration of half-maximal effect; % is set by controls: 0 for no effect and ±100 for the full control effect; nearly all actives have a fitted effect of over 60% in size
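Complex of BAZ2B and biotin-H3K14Ac (50 nM apiece) forms over 30 min at RT, then faces library compounds up to 110 uM for another 30 min; AlphaScreen beads added, 20 min dark incubation, luminescence read.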
Tb PGK inh: T. brucei PGK inhibition. PGK/GAPDH coupled, Kinase-Glo luminescence, 60 min. 380,000 compounds, 0.043% hits. Potency, µM (doses to about 57.5 µM), inactives show at the highest dose activity change, negative = inhibition, most hits filed as inhibitors. P07378; note: potency is the fitted concentration of half-maximal effect; % is set by controls: 0 for no effect and ±100 for the full control effect; nearly all actives have a fitted effect of over 60% in size
Target sequence (P07378 whole entry, looked up): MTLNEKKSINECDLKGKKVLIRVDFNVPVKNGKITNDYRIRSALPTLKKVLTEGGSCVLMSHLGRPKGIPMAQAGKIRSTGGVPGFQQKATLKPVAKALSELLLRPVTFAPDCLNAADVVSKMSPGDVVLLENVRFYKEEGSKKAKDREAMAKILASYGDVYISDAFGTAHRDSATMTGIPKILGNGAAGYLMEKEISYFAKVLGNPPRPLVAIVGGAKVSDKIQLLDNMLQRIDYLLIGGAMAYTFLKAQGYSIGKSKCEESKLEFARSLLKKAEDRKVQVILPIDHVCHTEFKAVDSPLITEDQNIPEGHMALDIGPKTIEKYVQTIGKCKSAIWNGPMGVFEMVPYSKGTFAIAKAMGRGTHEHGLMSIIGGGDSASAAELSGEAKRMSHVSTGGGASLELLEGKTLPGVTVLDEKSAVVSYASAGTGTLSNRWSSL
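Recombinant glycosomal PGK reaction used 1,3-bisphosphoglycerate generated in-well by GAPDH (100nM final) in 100mM TEA pH 7.6, 5mM MgCl2, 0.01% Tween-20. After 60 minutes at room temperature, ATP was read by Kinase-Glo Plus luminescence end-point.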
Starred values were filed as active, the others as inactive; i = inactive; ? = inconclusive; / = not tested or not shown; & = joins results of further samples; [ ] = dose if it differs, or a comment. Unless noted, calls come from the whole dose curve; as a rule, active = well fitted curve in the direction sought with a large enough effect; inconclusive = small, poorly fitted or top-dose-only effect, or another doubt; inactive = no such curve, though single readings can be large; an effect the other way counts as inactive or inconclusive.

The line under a structure holds: GLS inhibitor	G9a inh	HP1b binding inh	BAZ2B inh	Pin1 inhibitor	Tb PGK inh	ERG Ets-DNA blk	JMJD2A Tudor	PI4K2A block
COc1ccc(/C=C(/NC(=O)c2cccs2)C(=O)NCc2ccco2)cc1OC
    -6%	-3%	46%[activator]	5%	0%	-1%	-2%	1%	4
CCc1ccc(CNC(=O)c2ccc(OC)c(OC3CCN(C(C)C)CC3)c2)nc1
    1%	?	20%	-11%	2%	-12%	-5%	-26%	-2
COCCCNC(=O)CCCC(=O)NCCCOC
    17%	?	16%	8%	-6%	-3%	2%	-19%	-6
O=C(CCNC(=O)c1ccccc1)Nc1ccc(F)c(Cl)c1
    -4%	7%[59 µM]	42%[activator]	-4%	-4%	i	-9%	-7%	-1
O=C(O)CN1C(=O)/C(=C\c2cccc(OC(=O)c3ccco3)c2)SC1=S
    9%	1%	-6%	-9%	-9%	-10%	9%	-24%	0
Fc1cccc(Cl)c1CNn1cn[nH]c1=S
    10%	8.9µM*	55%[activator]	-34%	3%	1%	0%	50µM*	3
CCN(C(=O)CSc1nncs1)c1c(N)n(Cc2ccccc2)c(=O)[nH]c1=O
    -10%	14µM*	53%[activator]	-19%	1%	-6%	7%	-11%	0
CCN1CCC(N(Cc2cccc(OC)c2)C(=O)Nc2cccc(C)c2C)CC1
    5%	-31%[59 µM]	20%	-2%	-10%	3%	-11%	-13%	0
Cc1ccc(CCNC(=O)c2ccc(CS(=O)(=O)c3ccc(Cl)cc3)o2)cc1
    -1%	-17%[59 µM]	46%[activator]	-4%	1%	-3%	3%	-16%	-2
CCCNCC1C(Oc2ccc(Cl)cc2)C(=O)N1c1ccccc1C (stereo unspecified)
    -1%	?	40%[activator]	-21%	-4%	-2%	-6%	6%	5
Cc1[nH]c2ccc(C(=O)N3CCN(c4cccc(Cl)c4)CC3)cc2c1C
    10%	40µM*	-5%	?	5%	-1%	-4%	?	-6
COc1cc(C)nc(Nc2nc(C)c(C(C)=O)s2)n1
    ?	-9%	?	6%	3%	i	1%	?	1
COc1ccc(S(=O)(=O)N2CCN(c3ncccn3)CC2)cc1OC
    1%	10%[0.501 µM]	18%	6%	3%	0%	7%	-1%	1
O=C(Cc1ccc(Cl)cc1)Nc1ccc(NC(=O)c2cccs2)cc1
    1%	-4%	22%	13%	26%	-9%	9%	-19%	-2
COc1ccc(NC(=O)Nc2cccc(-c3noc(C)n3)c2)cc1
    0%	2%[59 µM]	31%[57 µM]	3%	6%	-1%	3%	-2%	-2
O=C(c1ccco1)N(Cc1cc2ccccc2[nH]c1=O)CC1CCCO1 (stereo unspecified)
    8%	5%	36%	-1%	0%	3%	-2%	10%	-6
O=C(NNC1CC(=O)N(c2ccc(Br)cc2)C1=O)c1cccnc1 (stereo unspecified)
    -17%	-50%	5%	/	-3%	8%	0%	-9%	4
Cc1ccc[n+](CC(=O)c2ccc(Br)cc2)c1C
    -5%	/	36%	23%	6%	-3%	8%	12%	7
CC(C)CC1Nc2ncnc(N3CCN(c4ccccn4)CC3)c2N(Cc2ccc(Br)cc2)C1=O (stereo unspecified)
    1%&2%	?	35%	-35%	21%	-10%	6%	-35%	-1&-2
CC(C)OP(=O)(c1ccc(N(C)C)cc1)C(O)c1ccc(N(C)C)cc1 (stereo unspecified)
    -3%	16%[0.501 µM]	11%	-12%	9%	/	-2%	4.5µM*	-2
CCCNC(=O)C1(S(=O)(=O)c2ccccc2)CC=CC1
    2%	4%	48%[activator]	11%	-13%	-3%	-10%	1%	-3
COc1ccc([C@@H]2[C@@H]3C(=O)N(C(C)(C)C)C(=O)[C@@H]3[C@]3(C)C(=O)N(c4ccc(C)cc4)C(=O)N23)cc1
    -5%	19%	31%	-8%	3%	-2%	1%	-6%	-2
COc1ccc(-c2cc3nc(C)c(CCC(=O)NCc4ccco4)c(C)n3n2)c(OC)c1
    -4%	-10%[59 µM]	-5%	-6%	?	-3%	-3%	-27%	-2
Cc1ccccc1C(=O)NC1CCN(C(=O)NCc2ccccc2)CC1
    -16%	6%	7%	1%	-2%	i	1%	?	1
CCOC(=O)C1=C(COC(=O)/C=C/c2ccc(Cl)cc2)NC(=O)NC1C (stereo unspecified)
    -7%	13%	28%	-8%	-2%	-10%	13%	1%	5
CCO[C@H]1OC(C(=O)NCc2ccccc2)=C[C@@H](C2CCCCC2)[C@@H]1CCCO
    -3%	21%[59 µM]	31%	-2%	-1%	3%	-14%	-10%	-1
N/C(=N\OC(=O)c1ccccc1[N+](=O)[O-])c1ccccn1
    0%	3.2µM*	9%	-31%	-4%	-20%	17%	-20%[57.1 µM]	-15
CCN=C1SC(CC(=O)Nc2ccccc2)C(=O)N1CC (stereo unspecified)
    -12%&-12%	6%[12.7 µM]	51%&51%[activator]	-1%	0%&2%	-7%	-12%&-5%	-11%&1%	-7&2
Cc1ccc(NC(=O)CS(=O)c2ccccc2N)c(C)c1 (stereo unspecified)
    0%	40µM*	5%	-17%	-6%	-10%	-5%	-10%	3
O=C(Nc1ccon1)c1nc[nH]c1C(=O)N1CCc2ccccc2C1
    -10%	3%[0.501 µM]	16%	?	-4%	0%	-2%	-17%	-1
Cc1sc(NC(=O)CCCCC(=O)Nc2sc(C)c(C)c2C(=O)O)c(C(=O)O)c1C
    2%	/	-22%	/	-9%	-6%	21%	-25%	1
COc1ccc(C2=CC(c3ccccc3F)n3ncc(C(=O)Nc4ccc(C)cc4)c3N2)cc1 (stereo unspecified)
    10%	-40%[59 µM]	5%	-2%[57.1 µM]	15%	-12%	5%	?	0
Clc1ccc(-c2csc(N3CCc4ccccc4C3)n2)cc1
    -2%	-33%	115%[activator]	23%	-7%	7%	0%	19%	-6
Cc1ccc(C(=O)Nc2ccccc2C(=O)N2CCCC2)cc1[N+](=O)[O-]
    -13%	17%[59 µM]	32%	-1%	6%	-10%	-4%	0%	3
Cc1nc2c3c4c(sc3n3c(SCC(=O)NCc5ccco5)nnc3n2n1)COC(C)(C)C4
    0%	-27%	12%	-33%	-8%	-1%	1%	-18%	-1
COC(=O)c1ccc2c(=O)n(CCCN3CCOCC3)c(=S)[nH]c2c1
    -23%	?	21%	-3%	0%	-4%	/	-34%	-1
COc1ccc(COC(=O)C2=C(C)NC(=O)NC2c2ccc(OC)c(OC)c2)cc1 (stereo unspecified)
    3%	22%	8%	4%	-5%	-3%	-16%	-11%	2
Cc1ccc(C(=O)N2CCN(c3ccc(C(F)(F)F)cn3)CC2)cc1
    6%	3%	33%[activator]	2%	0%	4%	5%	-8%	0
COc1ccc(CNc2ncnc3c2c(-c2ccccc2)cn3-c2cccc(C)c2)cc1
    -8%	14%[59 µM]	-3%	?	1%	-2%	2%	-28%	-6
CCOc1ccc(NC(=O)CCc2c(C)nc3c(-c4ccccc4)c(C)nn3c2C)cc1
    -5%	-36%[59 µM]	27%	-2%	6%	5%	-5%	-13%	0
Cc1nc(C(F)(F)F)ccc1C(=O)NCC(O)c1ccccc1 (stereo unspecified)
    -11%	39%[activator]	61%[activator]	-24%	4%	/	16%	-21%	-1
Cc1cccc(NC(=O)c2ccc(S(=O)(=O)N(C)c3ccccc3)cc2)n1
    -20%	/	-8%	/	2%	-1%	-3%	-23%	0
Cc1ccc(CNC(=O)C(=O)NCCC2CCCCN2S(=O)(=O)c2ccccc2)cc1 (stereo unspecified)
    3%	-9%[0.501 µM]	27%	12%	?	-7%	5%	-3%	1
Cc1ccc(N2C(=O)c3n[nH]c(C)c3C2c2cccnc2)cc1 (stereo unspecified)
    0%	50µM*	33%	-8%	-13%	-2%	1%	-6%	0
Cc1nsc(Nc2ccc([N+](=O)[O-])cc2)c1C#N
    -3%	-21%	33%	-5%	7%	0%	-2%	-5%	1
CCN(C(=O)COC(=O)c1cc(-c2cccc3ccccc23)nc2ccccc12)C1CCS(=O)(=O)C1 (stereo unspecified)
    1%	19%[59 µM]	14%	-9%	?	-2%	-10%	-21%	4
CC(=O)Nc1c(C(=O)O)ccc(C)c1OCc1ccccc1
    -6%	/	30%	/	1%	i	-3%	-3%	0
O=C(CCl)NNC(=O)c1c(O)c2ccccc2[nH]c1=O
    3%	6%	42%[activator]	?	-2%	-4%	0%	4%	-12
CC(C)n1nnnc1SCC(=O)N1CCN(Cc2ccc3c(c2)OCCO3)CC1
    -4%	-117%[12.7 µM]	22%	7%	7%	0%	1%	-23%	-1
O=C(CCC(=O)c1ccc(F)cc1)Nc1cccc(Br)c1
    -2%	8%[2.33 µM]	23%	2%	16%	3%	-2%	-7%	-6
Cc1ccc(NC(=S)N(CCN2CCOCC2)Cc2cc3cc4c(cc3[nH]c2=O)OCCO4)cc1
    11%	/	6%	-26%	6%	7%	-8%	-24%	-3
Cc1ccc(OCC(=O)Nc2ccc(CN3CCCCC3)cc2)c(C)c1
    -8%	-24%	25%	-32%	2%	-4%	4%	-11%[11.4 µM]	0
Cc1cc(C)nc(NC(=O)CSc2nccc(C)n2)n1
    -3%	/	34%	-5%	-6%	-7%	-5%	-8%	1
COC(=O)c1ccc(NC(=O)Nc2nnc(N(C)C3CCCCC3)s2)cc1
    -5%	-38%[59 µM]	-9%	-17%	0%	-6%	-1%	-18%	0

Screening data deposited in PubChem BioAssay by National Center for Advancing Translational Sciences (NCATS).
